Bioassay records deposited in PubChem by National Center for Advancing Translational Sciences (NCATS).
BAZ2B block = qHTS Assay for Inhibitors of BAZ2B. Potency, µM (highest dose often 114 µM), inactives show at the highest dose activity change, negative = inhibition, hits mostly inhibitors. hit rate 4.4% among 360,000. AlphaScreen BAZ2B-H3K14Ac peptide displacement. AID 504333, 2011; further: potency means the concentration at half of the fitted maximal effect; on the % scale 0 is the no-effect control and ±100 the full control effect; nearly all actives have a fitted effect of over 60% in size
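Multi-concentration screen (max 110 uM) measuring displacement of acetylated histone H3 peptide from BAZ2B by AlphaScreen, using 50 nM protein, 50 nM peptide and 10 ug/mL streptavidin donor plus Ni-chelate acceptor beads.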
GLS inh = qHTS for Inhibitors of Glutaminase (GLS). Glutaminase kidney isoform, mitochondrial (Homo sapiens), O94925. GLS enzymatic activity, qHTS titration. Potency, µM (top dose mostly 45.5 µM), for the others: at the highest dose activity change, negative = inhibition, usual class: inhibitors. hit rate 0.21% among 410,000; further: potency means the concentration at half of the fitted maximal effect; on the % scale 0 is the no-effect control and ±100 the full control effect
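Compounds were pin-transferred onto hKGA, after which L-glutamine (1 mM solution) and a detection mix of glutamate oxidase, HRP and Amplex Red were added. Initial and 30 min RT fluorescence reads were collected.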
ERG Ets-DNA blk = qHTS for Small Molecule Inhibitors of the ERG Ets/DNA interaction | fluorescence polarization, His-ERG Ets domain / labelled DNA | Potency, µM (titrated, usually from 76.9 µM), inactives show top-dose FP activity, negative = inhibition, actives largely listed as inhibitors | hit rate 0.028% among 370,000 | AID 624246, 2012; active means well fitted inhibition curve with a large enough effect in the polarisation, with a control signal flat; inconclusive means small, poorly fitted or top-dose-only effect, or effect the other way, or a change in a side signal; inactive means no such curve, though single readings can be large or run the other way; the % refers to the polarisation;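 further: polarization taken with two DNA probes labelled with fluorescein and Texas red; potency means the concentration at half of the fitted maximal effect; % of control where 0% means no effect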
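His-tagged ERG Ets domain (1 uM in the protein solution; 300mM KCl, 50mM Tris-HCl, 1mM EDTA, 1mM DTT, pH 7.5) received compound, then a probe mix of 5 nM fluorescein-DNA and 100nM Texas-615-DNA. Fluorescence polarization was read for both dyes.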
HP1b binding inh = HTS for Inhibitors of HP1-beta Chromodomain Interactions with Methylated Histone Tails | AID 540317, 2011 | hit rate 0.56% among 390,000 | AlphaScreen HP1-beta / biotin-H3K9me3 peptide binding | Potency, µM (doses to about 114 µM), inactives show at the highest dose activity change, negative = inhibition, actives largely listed as inhibitors; further: potency means the concentration at half of the fitted maximal effect; nearly all actives have a fitted effect of over 70% in size; inactives centre near 23
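Compound inhibition of the preformed complex between 50 nM HP1-beta and 50 nM biotinylated H3K9me3 peptide was read by AlphaScreen. Buffer was PBS pH 7.4 with 0.01% Tween-20. Incubations ran 30 min at room temperature, with 10 ug/mL donor/acceptor beads.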
JMJD2A Tudor inh = qHTS Assay for Inhibitors of JMJD2A-Tudor Domain. Potency, µM (doses to about 114 µM), for inactives: at the top dose activity change, negative = inhibition, hits mostly inhibitors. Lysine-specific demethylase 4A (Homo sapiens), O75164. AlphaScreen JMJD2A-Tudor / H3K4me3 peptide binding. hit rate 4.4% among 390,000. AID 504339, 2011; further: potency means the concentration at half of the fitted maximal effect; on the % scale 0 is the no-effect control and ±100 the full control effect; nearly all actives have a fitted effect of over 50% in size
RGS4 inh = Inhibitors of Regulator of G Protein Signaling (RGS) 4: qHTS. Potency, µM (doses to about 114 µM), without a hit: top-dose activity change, negative = inhibition, hits mostly inhibitors. Transcreener GDP fluorescence polarization, RGS4-accelerated GTP hydrolysis. Regulator of G-protein signaling 4 (Homo sapiens), P49798. hit rate 0.039% among 390,000; further: potency means the concentration at half of the fitted maximal effect; on the % scale 0 is the no-effect control and ±100 the full control effect; nearly all actives have a fitted effect of over 75% in size; some results filed as inactive show a strong effect at the top dose
Target sequence (P49798 whole entry, looked up): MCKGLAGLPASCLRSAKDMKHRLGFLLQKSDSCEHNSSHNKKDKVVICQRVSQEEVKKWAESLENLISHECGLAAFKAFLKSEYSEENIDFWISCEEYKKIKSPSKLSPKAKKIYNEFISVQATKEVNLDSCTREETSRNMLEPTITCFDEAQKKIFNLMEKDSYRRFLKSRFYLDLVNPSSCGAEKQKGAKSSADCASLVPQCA
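MLSMR compounds (23 nl, pin-transferred) preincubated 10 min at room temperature with a 500nM (2x) first reagent, then RGS4 at 900nM (2x) plus Transcreener GDP mix added; fluorescence polarization (620/688 nm) read before and after 90 min at 30 °C.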
ALOX12 inh = Primary qHTS assay for inhibitors of human arachidonate 12S-lipoxygenase (ALOX12): Round 2 | Polyunsaturated fatty acid lipoxygenase ALOX12 (Homo sapiens), P18054 | purified 12hLO, xylenol orange hydroperoxide absorbance | Potency, µM (series often up to 108 µM), for the others: at the top dose activity change, negative = inhibition, most hits filed as inhibitors | hit rate 1.1% among 580,000 | AID 1671190, 2021; further: potency means the concentration at half of the fitted maximal effect; on the % scale 0 is the no-effect control and ±100 the full control effect
Target sequence (P18054 whole entry, looked up): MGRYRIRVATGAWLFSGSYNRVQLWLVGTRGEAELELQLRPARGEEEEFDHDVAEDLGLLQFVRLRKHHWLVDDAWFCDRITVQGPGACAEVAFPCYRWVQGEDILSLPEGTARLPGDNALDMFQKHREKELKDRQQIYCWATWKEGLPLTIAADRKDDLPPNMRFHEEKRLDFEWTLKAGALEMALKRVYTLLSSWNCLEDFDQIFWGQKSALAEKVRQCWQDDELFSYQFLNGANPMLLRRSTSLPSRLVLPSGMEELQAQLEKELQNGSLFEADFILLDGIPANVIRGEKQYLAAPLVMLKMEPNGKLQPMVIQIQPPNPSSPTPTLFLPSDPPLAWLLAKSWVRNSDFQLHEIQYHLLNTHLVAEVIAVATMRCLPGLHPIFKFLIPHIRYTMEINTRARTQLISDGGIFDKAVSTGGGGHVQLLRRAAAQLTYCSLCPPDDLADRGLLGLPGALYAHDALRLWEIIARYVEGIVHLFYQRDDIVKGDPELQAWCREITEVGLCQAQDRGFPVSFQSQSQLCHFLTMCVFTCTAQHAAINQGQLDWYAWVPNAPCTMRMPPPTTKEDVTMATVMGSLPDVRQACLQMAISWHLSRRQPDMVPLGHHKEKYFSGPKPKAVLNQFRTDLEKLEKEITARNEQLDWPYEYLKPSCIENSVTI
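Hydroperoxide product was detected by ferrous iron/xylenol orange as the 573 to 405 nm absorbance ratio. Arachidonic acid at 40 uM (final) was turned over for 30 min at room temperature by 150 nM human 12hLO, pH 7.0 Hepes buffer, after 15 min compound preincubation.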
G9a block = qHTS Assay for Inhibitors of Histone Lysine Methyltransferase G9a; G9a H3K9 monomethylation, AlphaScreen, 2 h; Potency, µM (top dose mostly 102 µM), inactives show at the top dose activity, negative = inhibition, actives largely listed as inhibitors; hit rate 8.8% among 350,000; further: potency means the concentration at half of the fitted maximal effect; on the % scale 0 is the no-effect control and ±100 the full control effect; nearly all actives have a fitted effect of over 75% in size
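Compounds were preincubated with 20 nM G9a for 15 min, after which biotinylated H3K9 peptide (500 nM) and SAM (20 uM) started a 2 h room-temperature reaction. Monomethylated product was quantified by antibody-based AlphaScreen chemiluminescence.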
PI4K2A inh = qHTS for small molecular inhibitors of PI4K2A; purified PI4K2A, ADP-Glo luminescence, 1 h; hits give low values; Phosphatidylinositol 4-kinase type 2-alpha (Homo sapiens), Q9BTU6; hit rate 0.13% among 420,000; activity change, negative = inhibition, % at 76.9 µM; in the data active means activity change below about -50%; inconclusive means mostly about -30% to -49%;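 further: -100% = wells without enzyme as full effect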
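Compounds are screened against recombinant PI4K2A using PI as substrate and ATP, the latter dispensed at 300 microM. Reactions run one hour at ambient temperature before ADP-Glo detection; full inhibition defined by wells lacking enzyme.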
* hit, by the source's call; ? = inconclusive; . = no result given; [ ] = dose if it differs, or a comment. Unless noted, the call rests on the fitted dose curve; in most records, active means well fitted curve in the direction sought with a large enough effect; inconclusive means small, poorly fitted or top-dose-only effect, or another doubt; inactive means no such curve, though single readings can be large; an effect the other way counts as inactive or inconclusive. Not all compounds are listed, so the mix of outcomes need not match the whole.

SMILES | BAZ2B block | GLS inh | ERG Ets-DNA blk | HP1b binding inh | JMJD2A Tudor inh | RGS4 inh | ALOX12 inh | G9a block | PI4K2A inh
CC(C)CC(=O)Nc1cccc(-c2csc(-c3ccccc3)n2)c1 | 18% | 2% | -3% | 35% | 7% | -1% | -11% | ? | -5
CCOC(=O)c1cc(OC(=O)c2cccs2)n(-c2ccccc2)n1 | -37% | 16% | -7% | 24% | -15% | 36% | -14% | -24%[12.7 µM] | 4
Cc1ccc(-c2nnn(CC(=O)NCCC3=CCCCC3)n2)cc1 | -9% | 1% | 0% | 46%[activator] | -12% | 26% | -3% | -3%[59 µM] | -3
COc1ccc(CCNC(=O)c2ccc(Cl)nc2)cc1 | -1% | -4% | 0% | 24% | -6% | 34% | ? | -1% | 1
CCOc1cc(N2CCOCC2)c(OCC)cc1NC(=O)COc1ncnc2ccc(Br)cc12 | 1% | 3% | -1% | 16% | -8% | -53% | ? | -17% | 1
COc1ccc2[nH]c(=O)c(CN(Cc3cccs3)C(=S)Nc3cccc(C)c3)cc2c1 | -1% | 8% | -2% | 14% | -22% | 12% | -18% | -6%[59 µM] | 0
Cc1cc(NC(=O)c2cc([N+](=O)[O-])ccc2Cl)no1 | -12% | 3% | -2% | 22% | -13% | 11% | 0% | 3% | -1
Cc1nnc(SCC(=O)Nc2ccc3c(c2)OCO3)n(N)c1=O | 9% | -3% | -4% | 45%[activator] | -5% | -12% | 3% | 3% | -4
Cc1cccc(/C=C/c2onc(C)c2[N+](=O)[O-])n1 | . | 1% | -2% | 28% | -6% | -39% | 3% | . | 16
Cc1cc(NC(=S)N(Cc2ccc(Br)cc2)Cc2ccc(C(=O)O)cc2)ccc1Cl | -37% | 5% | 1% | -7% | -33% | ? | 45µM* | ? | -4
O=C(Nc1nc(N2C(=O)c3ccccc3C2=O)n(-c2ccccc2)n1)c1ccccc1 | ? | 18% | . | 32% | ? | -3% | -16% | -12% | 0
CC(C)NS(=O)(=O)c1ccc(OCC(=O)NCc2cccnc2)cc1 | 5% | -1% | . | 25% | -8% | 0% | 0% | 10%[12.7 µM] | -1
Cc1ccc(NC(=O)CSc2nc(O)cc(=O)n2-c2ccc(C)cc2)cc1 | 3% | -2% | 10% | 39% | -20% | 7% | 2.2µM* | ? | -4
CC(C)Sc1nc2ccc(N3C(=O)C4CCCCC4C3=O)cc2s1 (stereo unspecified) | -8% | 5% | 0% | 20% | -15% | -17% | 8% | -5%[59 µM] | 10
Cc1nn(-c2ccc(F)cc2)c(-n2cccc2)c1C(=O)N1CCN(c2ccccc2)CC1 | -12% | -2% | 6% | 22% | -10% | 3% | -9% | -35%[59 µM] | -10
Cc1nc2ccn(Cc3ccco3)c(=O)c2cc1C(=O)NCc1ccc(F)cc1 | -17% | 5% | -4% | 75%[activator] | -1% | -17% | -25% | 4%[59 µM] | -10
CC(C)=C1C(=O)NN(c2cccc(Cl)c2)C1=O | -31% | ? | -3% | 20% | -19% | -6% | ? | ? | -4
O=C(CCn1nnc2ccccc21)Nc1nnc(Cc2ccccc2)s1 | 4% | -9% | -16% | 15% | -19% | -46% | -10% | ? | -4
Cc1cc(C2C(=O)c3ccccc3C2=O)c(C)c(C)c1C | -26% | 2% | 1% | 17% | -14% | -16% | -1% | -47% | 7
Cc1ccc(N2CC(c3nnc(Cc4ccc(F)cc4)o3)CC2=O)cc1 (stereo unspecified) | -1% | 4% | -2% | 24% | -14% | 4% | 7% | 5%[59 µM] | -2
N#Cc1ccc(S(=O)(=O)N2CCCN(c3ccc(C(F)(F)F)cn3)CC2)cc1 | 13% | 1% | 1% | 39%[activator] | 21% | -17% | 478%[activator] | . | 3
COc1ccc(C)cc1NC(=O)c1noc2c1CSc1ccccc1-2 | -1% | 3% | -5% | 18% | -20% | -6% | -19% | -14%[59 µM] | 1

Some of these compounds in order of length of the SMILES, falling.
SMILES | BAZ2B block | GLS inh | ERG Ets-DNA blk | HP1b binding inh | JMJD2A Tudor inh | RGS4 inh | ALOX12 inh | G9a block | PI4K2A inh
Cc1nn(-c2ccc(F)cc2)c(-n2cccc2)c1C(=O)N1CCN(c2ccccc2)CC1 | -12% | -2% | 6% | 22% | -10% | 3% | -9% | -35%[59 µM] | -10
N#Cc1ccc(S(=O)(=O)N2CCCN(c3ccc(C(F)(F)F)cn3)CC2)cc1 | 13% | 1% | 1% | 39%[activator] | 21% | -17% | 478%[activator] | . | 3
CC(C)Sc1nc2ccc(N3C(=O)C4CCCCC4C3=O)cc2s1 (stereo unspecified) | -8% | 5% | 0% | 20% | -15% | -17% | 8% | -5%[59 µM] | 10
COc1ccc(C)cc1NC(=O)c1noc2c1CSc1ccccc1-2 | -1% | 3% | -5% | 18% | -20% | -6% | -19% | -14%[59 µM] | 1

An excerpt from above with just G9a block, ALOX12 inh and RGS4 inh.
smiles | G9a block | ALOX12 inh | RGS4 inh
COc1ccc(C)cc1NC(=O)c1noc2c1CSc1ccccc1-2 | -14%[59 µM] | -19% | -6%
O=C(CCn1nnc2ccccc21)Nc1nnc(Cc2ccccc2)s1 | ? | -10% | -46%
N#Cc1ccc(S(=O)(=O)N2CCCN(c3ccc(C(F)(F)F)cn3)CC2)cc1 | . | 478%[activator] | -17%
CC(C)Sc1nc2ccc(N3C(=O)C4CCCCC4C3=O)cc2s1 (stereo unspecified) | -5%[59 µM] | 8% | -17%

With a hit mark in ALOX12 inh (from the list above):
SMILES | BAZ2B block | GLS inh | ERG Ets-DNA blk | HP1b binding inh | JMJD2A Tudor inh | RGS4 inh | ALOX12 inh | G9a block | PI4K2A inh
Cc1cc(NC(=S)N(Cc2ccc(Br)cc2)Cc2ccc(C(=O)O)cc2)ccc1Cl | -37% | 5% | 1% | -7% | -33% | ? | 45µM* | ? | -4
Cc1ccc(NC(=O)CSc2nc(O)cc(=O)n2-c2ccc(C)cc2)cc1 | 3% | -2% | 10% | 39% | -20% | 7% | 2.2µM* | ? | -4
